Nrf2 block = inhibitors of Nrf2 signaling; A549 ARE-Fluc reporter, luciferase luminescence, 18-24 h; Potency, µM (titrated, usually from 46 µM), for the others: top-dose activity change, negative = inhibition, actives largely listed as inhibitors; 2.1% of 360,000 active; AID 504444; note: potency is the fitted concentration of half-maximal effect; % is set by controls: 0 for no effect and ±100 for the full control effect; nearly all actives have a fitted effect of over 60% in size
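A549 ARE_Fluc cells (5000/well, 5% FBS OPTI-MEM) pre-incubated 2 h, then treated with compounds 18-24 h at 37C/5% CO2 in concentration-response. CellTiter-Fluor viability read first; BugLite luciferase luminescence after 15 min at room temperature gives Nrf2 activity.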
HepG2 tox = kills HepG2 cells in TGF-b inhibitor counter-screen; HepG2 CAGA-GFP viability, ATP luminescence, 18 h; Potency, µM (doses to about 46.1 µM), for inactives: top-dose activity change, negative = cytotoxicity, hits mostly cytotoxic; 0.76% of 410,000 active; AID 588856; note: potency is the fitted concentration of half-maximal effect; some results filed as inactive show a strong effect at the top dose
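CellTiter-Glo luminescence gave cytotoxicity after 18 hours at 37 degrees C. The cells were HepG2 CAGA-GFP in 1% FBS DMEM, stimulated with 500 pg/mL TGF-beta after compound addition. %Activity was normalised to no-cell wells (complete cell-killing) and DMSO (no toxicity), and curves were fitted and classified.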
A549 tox = A549 cytotoxicity, counter-screen for Nrf2 inhibitors; A549 ARE-Fluc cells, CellTiter-Fluor viability, 18-24 h; Potency, µM (doses to about 46 µM), without a hit: top-dose activity change, negative = cytotoxicity, actives largely listed as inhibitors; 0.16% of 390,000 active; note: potency is the fitted concentration of half-maximal effect; % is set by controls: 0 for no effect and ±100 for the full control effect
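A549 ARE_Fluc cells in 5% FBS OPTI-MEM were exposed to compounds in concentration-response for 18-24 h at 37 deg C. Viability was read by CellTiter-Fluor fluorescence (Ex 405/Em 525) after 30 min, before the luciferase read.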
Abeta rescue = A-beta toxicity reversal in yeast; Potency, µM (series often up to 46.1 µM), for inactives: at the highest dose growth rescue, hits mostly activators; 0.063% of 410,000 active; yeast expressing A-beta42, growth rescue, OD600, 48 h; response scale: 0% DMSO, 100% iron-clioquinol control; AID 1347071; note: potency is the fitted concentration of half-maximal effect; nearly all actives have a fitted effect of over 55% in size
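Yeast growth medium received pinned compounds, then yeast cells expressing toxic A-beta were added; plates incubated at 30 C for 48 hr. Growth read as absorbance at 600 nm, normalized to DMSO and equimolar FeCl3 plus clioquinol controls.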
Mm-Cpn inhibitor = inhibitors of Methanococcus maripaludis chaperonin (MmCpn). Potency, µM (doses to about 76.9 µM), without a hit: top-dose activity, negative = inhibition, usual class: inhibitors. purified Mm-Cpn ATPase, ADP Transcreener TR-FRET. 0.031% of 330,000 active. AID 504842; note: potency is the fitted concentration of half-maximal effect; % is set by controls: 0 for no effect and ±100 for the full control effect; nearly all actives have a fitted effect of over 80% in size
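TR-FRET (320 nm excitation; 590 and 665 nm emission) reports ADP made from 10 uM ATP by 25 nM enzyme; compounds were preincubated 10 min, reaction run 30 min, both at 37°C.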
CCT modulator = cytosolic chaperonin activity modulation; purified chaperonin ATPase assay, HTRF ADP detection, 30 min; activity change, % (concentration not given with the values), hits read low; 0.3% of 360,000 active; in the data active = activity change below about -30%; note: % is set by controls: 0 for no effect and ±100 for the full control effect
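First, chaperonin was dispensed at 40 nM or 20 nM final depending on batch activity. Next, compounds were pinned at 76 uM and ATP added at 10 uM. After 30 min at 37 °C, ADP detection reagents ran 30 min at ambient temperature.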
Nrf2 activator = Nrf2 pathway activation; 0.31% of 410,000 active; AREc32 ARE-luciferase reporter (MCF7-derived line), luminescence, 24 h; Potency, µM (top dose mostly 46.1 µM), for the others: at the top dose activation, hits mostly activators; AID 624171; note: potency is the fitted concentration of half-maximal effect; % of control where 0% means no effect; nearly all actives have a fitted effect of over 65% in size
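ARE-driven firefly luciferase activity in AREc32 cells measured after a 24 hr compound exposure at 37 deg C, using Steady-Glo reagent and a 30 min room-temperature hold.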
TGFb inhibitor = blocks TGF-b signaling; HepG2 CAGA-GFP TGF-b/SMAD3 reporter, GFP fluorescence, 18 h; TGF-beta stimulated, 500 pg/mL final; Potency, µM (highest dose often 46.1 µM), inactives show top-dose activity, negative = inhibition, hits mostly inhibitors; 1.2% of 410,000 active; AID 588855; note: potency is the fitted concentration of half-maximal effect; % is set by controls: 0 for no effect and ±100 for the full control effect; nearly all actives have a fitted effect of over 65% in size
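Per well, imaged GFP fluorescence of HEPG2 CAGA-GFP cells gives the signal; cells get compound, then TGF-beta (500 pg/mL final), 18 h at 37 degrees C; %Activity versus -TGF-beta and +DMSO controls.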
Akt phos inh = inhibitors of Akt phosphorylation. Neuro2A IGF-stimulated pAkt S473 HTRF, 20 min; stronger effect = lower value. activity change, % for hits at 50 µM. 0.32% of 360,000 active. AID 651550; in the data active = activity change below about -80%; inconclusive = mostly about -51% to -80%; note: % is set by controls: 0 for no effect and ±100 for the full control effect
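Neuro2A cells in DMEM with 0.5% FBS, overnight at 37 deg C, given compound at single 50 µM final, then IGF (6 nM final) for 20 min at 37 deg C. Lysed; phospho-Akt Ser473 by HTRF after 24 h, 665/615 ratio.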
The depositor's hits bear a star; i = inactive; ? = inconclusive; . = not tested or not shown; & = joins results of further samples; ! = a repeat was not active; [ ] = another dose, or the depositor's remark. Unless noted, calls come from the whole dose curve; as a rule, active = well fitted curve in the direction sought with a large enough effect; inconclusive = small, poorly fitted or top-dose-only effect, or another doubt; inactive = no such curve, though single readings can be large; an effect the other way counts as inactive or inconclusive. The list is partial; rates above refer to the full screens.

Molecule,Akt phos inh,Mm-Cpn inhibitor,A549 tox,HepG2 tox,Abeta rescue,Nrf2 block,TGFb inhibitor,Nrf2 activator,CCT modulator
O=c1[nH]c(=O)n(C2CCCCC2)c(O)c1C=Nc1ccc(N2CCOCC2)cc1,i,1%,0%,9%,-6%,0%,5%,-0.5%,-0.5
CC(=O)OC1(c2ccccc2)CCN(C2CCCCC2)CC1C (configuration not stated),i,1%,-5%,-23%,-3%,11%,2%,-2.0%,-4.1
O=c1ccc2cc(O[C@@H]3O[C@H](CO)[C@@H](O)[C@H](O)[C@H]3O)c(O)cc2o1,i,.,?,-10%,-20%,1%,4%,-0.2%,-0.2
CCCCC(=O)N/N=C/c1c(O)n(Cc2ccco2)c(=O)[nH]c1=O,i,-1%,-2%,-17%,22%,2%,-3%,-1.0%,-1.3
Cc1ccc(N2C(=O)CC(=O)NC2=O)c(C)c1,i,-1%,-12%,-43%,.,-16%,-1%,0.3%,-1.7
COc1ccc(CN2C(=O)NC(=O)/C(=C\c3cccc(OC)c3OC)C2=O)cc1,i,-1%,1%,2%,-11%,4%,12%,0.5%,-4.8
Fc1ccc(CNC2CN3CCC2CC3)cc1 (configuration not stated),i,0%,-3%,-6%,2%,10%,6%,0.0%,-1.5
C[C@]12CCC3C(CC[C@H]4C[C@@H](O)CC[C@]34C)[C@H]1C=CC2=O (some centres not stated),i,0%,-1%,-7%,9%,?,?,22µM*,-7.5
c1ccc(N2C3C4CC(C5CCCC54)C32)cc1 (configuration not stated),i,.,0%,6%,0%,14%,13%,0.3%,-1.9
N#CCCn1cc(C(=O)Nc2ccccc2Cl)c(-c2ccc(F)cc2)n1,i,-4%,-5%,6%,8%,?,?,-0.2%,-2.7
CC(C)c1ccc(CNC(=O)c2ccc(N3CCCC3)c(NC(=O)NCc3ccccc3)c2)cc1,.,.,-13%,-6%,-6%,.,?,3.9%,.
CC12CCC3C(CCC4CC(=O)CCC43C)C1CC(=NO)C2=O (configuration not stated),i,.,-10%,-11%,1%,-14%,?,17%,-1.9
Cc1ccc(-c2nc3ncccc3o2)cc1NC(=O)c1cccc(OCC(C)C)c1,.,.,0%,-3%,0%,?,2%,0.0%,.
CCN1CCC2(CC1)NC(CO)(CO)CO2,i,0%,-8%,9%,17%,4%,?,-0.3%,-1.4
COc1ccc(Cc2c(O)[nH]c(=S)[nH]c2=O)cc1,i,-1%,-4%,-8%,-15%,?,0%,-0.1%,2.2
C=Cn1ccnc1P(O)(=S)c1nc(C)c(CCOC(C)=O)s1 (configuration not stated),i,0%,-1%,-14%,-16%,-7%,-17%,0.2%,0.7
CCC(C)n1c(O)c(C=NCCc2ccccc2)c(=O)[nH]c1=S (configuration not stated),i,-2%,-7%,-29%,-20%,-21%,-5%,0.3%,0.5
CN1CCN(/N=C/c2c(O)n(C)c(=O)n(C)c2=O)CC1,i,-1%,-3%,4%,-17%,13%,6%,-0.3%,0.8
Cc1nc2ccccc2c(=O)n1-c1ccccc1[N+](=O)[O-],i,0%,37%,-10%,1%,3%,1%,1.9%,-12
Cc1c(C(=O)N2CCC3(CC2)OCCO3)oc2ccc(S(=O)(=O)N3CCOCC3)cc12,i,0%,3%,-17%,-3%,-20%,-1%,0.2%,0.5
O=c1c2ccccc2nc(-c2ccco2)n1-c1ccc(Br)cn1,i,3%,3%,-16%,-8%,-19%,20%,-0.6%,0.1
CC12CNCC(C)(CNC1)C2O (configuration not stated),i,2%,-2%,-1%,20%,5%,-3%,-1.7%,-5.3
O=C1NCN(c2ccccc2)C12CCN(C(c1cccc3ccccc13)c1nnnn1Cc1ccccc1)CC2 (configuration not stated),i,.,.,-8%,-6%,.,?,0.4%,-0.5
CCc1ccc(-n2c(O)c(C(C)=O)c(=O)[nH]c2=O)cc1 (tested in a mixture with another compound),i,1%,0%,3%,-11%,5%,15%,2.0%,-5.4
CCOc1ccc(N=Cc2c(O)n(CCc3ccc(OC)c(OC)c3)c(=O)[nH]c2=O)cc1,i,2%,-5%,6%,6%,-15%,28%,-0.2%,0.9
COC(=O)C1=C(c2ccc(Cl)c(C(F)(F)F)c2)C[C@@H]2CC[C@H]1N2C(=O)N1CCC(O)(c2ccc(Cl)cc2)CC1,i,2%,?,-46%,9%,23µM*,14µM*,-0.1%,-0.5
Cc1cc(OCCCC(=O)NCc2cccs2)ccc1Cl,i,2%,14%,-27%,?,-7%,?,0.0%,1.9
Cc1cc(NC(=O)c2cc(-c3cccc(Cl)c3)on2)nn1Cc1ccc(Cl)cc1,.,.,-3%,-5%,-6%,2.6µM*,1%,-0.9%,.
Oc1cccc(/C=N/NP(=S)(c2ccccc2)c2ccccc2)c1,-117%*,0%,-11%,-69%,-3%,9%,?,2.3%,-5.3
CC(=O)Nc1ccc(OC(=O)c2ccccc2N)cc1,i,2%,-1%,3%,7%,9%,1%,-0.6%,0.1

Record cards, as listed above:
Record of Cc1cc(OCCCC(=O)NCc2cccs2)ccc1Cl : Akt phos inh: i; Mm-Cpn inhibitor: 2%; A549 tox: 14%; HepG2 tox: -27%; Abeta rescue: ?; Nrf2 block: -7%; TGFb inhibitor: ?; Nrf2 activator: 0.0%; CCT modulator: 1.9
Record of O=c1c2ccccc2nc(-c2ccco2)n1-c1ccc(Br)cn1 : Akt phos inh: i; Mm-Cpn inhibitor: 3%; A549 tox: 3%; HepG2 tox: -16%; Abeta rescue: -8%; Nrf2 block: -19%; TGFb inhibitor: 20%; Nrf2 activator: -0.6%; CCT modulator: 0.1

(continued)
Molecule,Akt phos inh,Mm-Cpn inhibitor,A549 tox,HepG2 tox,Abeta rescue,Nrf2 block,TGFb inhibitor,Nrf2 activator,CCT modulator
CCOc1ccc(CN(CCc2ccc3c(c2)OCO3)Cc2cccc(OC)c2)cc1,.,.,12%,-25%,-14%,9%,-14%,1.9%,.
C=CCN1C(=O)C2(C(C(=O)OC)=C(N)Oc3c2c(=O)oc2ccccc32)c2ccccc21 (configuration not stated),.,.,5%,5%,.,25%,5%,.,.
Cc1ccc2nc(C)n(-c3ccc(F)cc3)c(=O)c2c1,i,1%,-5%,-20%,-3%,-10%,5%,0.1%,-4.0
C=CCN(c1ccc(C(=O)N(CC)CC)cc1)S(C)(=O)=O,i,0%,-4%,8%,13%,5%,4%,-0.3%,3.8
Cn1cccc1/C=C1/C(=O)NC(=O)N(Cc2ccccc2)C1=O,i,-3%,-17%,22%,17%,2%,?,-0.1%,-1.5
Cn1cc(C=C(C#N)C#N)c2ccccc21,i,1%,-16%,-3%,9%,-15%,53%[activator],-0.5%,-2.5
N#CC(C#N)=Cc1ccc(C=C(C#N)C#N)cc1,i,-8%,-6%,25µM*,4%,9%,?,?,1.8
O=C(CCl)NCC1CCCO1 (configuration not stated),i,0%,-12%,29%,1%,3%,2%,3.5%,1.8
CC(C)CN(C(=O)CN1CC=C(c2ccccc2)CC1)c1c(N)n(CC(C)C)c(=O)[nH]c1=O,i,-1%,0%,0%,2%,-1%,10%,1.0%,2.5
O=P(O)(Oc1ccccc1)OC(c1ccccc1)C(F)(F)C(F)(F)F (configuration not stated),i,1%,-1%,1%,10%,-6%,15%,-0.8%,-5.7
Cc1ccc(P(=S)(c2ccc(C)o2)N2CCOCC2)o1,.,-1%,0%,13%,8%,7%,55%[activator],-0.5%,-1.5
CN1CCCCC1c1ccc(-c2cccnc2)nc1 (configuration not stated),i,.,1%,-23%,-11%,11%,-1%,-0.5%,-1.6
CN1CCN(CCC(=O)OC2CC3CCC(C2)N3C)CC1 (configuration not stated),i,-1%,?,-1%,16%,?,2%,0.3%,-2.3
CCCCC(CC)CNCC(O)c1ccccc1 (configuration not stated),i,1%,5%,5%,1%,16%,0%,-0.1%,-5.4
COc1cc(OC)c(C=O)c(OC(=O)N(C)C)c1,i,2%,0%,9%,8%,10%,-8%,0.0%,-0.8
CC(C)[C@H]1CC2C3CC=C4C[C@@H](O)CC[C@]4(C)C3CC[C@]2(C)[C@H]1O (some centres not stated),i,0%,11%,-15%,3%,?,13%,0.0%,-3.2
CCOc1ccc(-c2cc(C(=O)N3CCC4(CC3)OCCO4)c3ccccc3n2)cc1,i,.,5%,14%,-8%,?,-1%,1.7%,-0.3
Cc1ccc(N2C(=O)NC(=O)/C(=C/c3cnc(-c4ccccc4)nc3)C2=O)cc1C,i,0%,0%,-4%,-3%,?,57%[activator],3.1%,-2.2
C=CCn1c(O)c(C(C)=NCCc2c[nH]c3ccccc23)c(=O)[nH]c1=O,i,2%,6%,9%,-11%,4%,7%,-0.4%,-9.9
OC(COCc1ccc(Cl)cc1)CN1CC=C(c2ccccc2)CC1 (configuration not stated),i,-2%,4%&-14%,28µM*!,-13%&6%,19%&-1%,?,3.8%&3.1%,-3.8&0.4
CS(=O)(=O)c1ccc(C2=C(CNC(=O)c3nccs3)[C@H]3CC[C@@H](C2)N3Cc2ccccc2)cc1,i,.,.,-6%,-1%,.,?,-0.8%,0.1
O=C(c1ccc(N2CCCCC2)c([N+](=O)[O-])c1)N1CCC2(CC1)OCCO2,i,1%,-6%,-14%,16%,-13%,-11%,-0.2%,-1.9

Assay outcomes: PubChem BioAssay, National Center for Advancing Translational Sciences (NCATS)
